# phage Ecoli inh: E. coli growth loss with phage present | growth absorbance | inhibition, % at 11.9 µM | hit rate 0.26% among 360,000; in the data active means inhibition above about 11%
# Ecoli viability: reduces bacterial viability in AddAB counter-screen | E. coli V3065 growth, OD600 absorbance, 18 h | inhibition, % at 11.9 µM | hit rate 0.27% among 330,000 | AID 449728;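 active means inhibition above the campaign's mean inhibition across all tested compounds plus 3 SD, cut at about 9.9% in these data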;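 further: uninfected addAB+ strain grown without phage in ampicillin broth; 0% = DMSO wells and 100% = ciprofloxacin 0.95 µg/ml wells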
# SUMO Mot1 rescue: SUMOylation pathway inhibition by Mot1-301 growth rescue. S. cerevisiae Mot1-301 growth rescue, ATP luminescence, 38.5C; percent above DMSO median, 100 means doubled. growth rescue, % at 18.8 µM. hit rate 1% among 320,000;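 active means every valid replicate shows activation above 250% relative to neutral control wells; inactive means the rest, any valid replicate at or below 250%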;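 further: OY570 slx delta 5 strain wells were the positive control but not used for scaling; some compounds called inactive have numbers as strong as hits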
# AddAB inh: less growth of phage-infected E. coli with AddAB; E. coli expressing H. pylori AddAB, absorbance growth; hit rate 0.29% among 330,000; inhibition, % at 11.9 µM; AID 435030; in the data active means inhibition above about 12%;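 further: 0% = vehicle wells of infected cells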
# * hit, by the source's call. This is a subset, so the mix of outcomes need not match the whole.
SMILES,phage Ecoli inh,Ecoli viability,SUMO Mot1 rescue,AddAB inh
Clc1ccc(C2[C@H]3CN(Cc4ccc(-c5ccccc5)cc4)[C@H](c4ccccc4)C34CC2(c2ccccc2)C4)cn1 (stereo partly drawn),2.2,-3.1,3.0,2.1
Cc1c(C(=O)NN)[nH]c2ccc([N+](=O)[O-])cc12,3.3,3.6,-12.0,4.0
Cc1nnc2n1N=C(c1ccc3c(c1)NC(=O)CO3)CS2,0.5,2.1,8.7,-0.1
Cc1cc(C)n(-c2nc(NCCN(C)C)c3c4c(sc3n2)COC(C)(C)C4)n1,1.4,-1.5,8.2,-0.1
Cc1ccc(CNC(=O)CCC2CCCN(Cc3ccc4cccc(F)c4n3)C2)o1 (stereo not drawn),1.2,3.0,21.3,0.2
Cc1ccccc1C(=O)NCCCNC(=O)c1ccccc1C,-0.3,2.3,-10.9,2.1
Cc1ccc(-c2nn(CCC(=O)NN3CCOCC3)c(=O)c3ccccc23)cc1,-0.7,-1.2,-3.2,2.9
COC(=O)c1sc(NC(=S)NC(=O)c2ccc(F)cc2)nc1C,5.5,-1.7,-6.4,3.2
COc1cc(/C=N/O)ccc1OCc1ccc(Cl)cc1,2.7,1.1,9.5,0.3
Cc1ccc2c(CN3CCOCC3)cc(=O)oc2c1,3.1,2.5,-3.0,2.5
O=C(CCn1cccc(C(F)(F)F)c1=O)Nc1cccc(C(F)(F)F)c1,5.7,-0.7,-6.5,2.6
COCCN(CC(=O)Oc1ccccc1P(=O)(OC)OC)Cc1ccccc1,3.6,0.2,-16.0,0.5
NNC(=O)c1oc2nc(-c3ccco3)cc(-c3ccco3)c2c1N,-6.2,-1.6,-23.2,2.9
O=C(Nc1cccnc1Cl)c1cccc(F)c1,3.6,-2.5,-4.7,-1.7
Cc1ccc(CNC(=O)CC2Nc3c4ccccc4nc(=S)n3C2=O)cc1 (stereo not drawn),2.2,-0.2,-9.3,5.1
Cc1c(N/C(=N/S(=O)(=O)c2ccc(Cl)cc2)c2ccccc2)c(=O)n(-c2ccccc2)n1C,0.0,1.3,10.2,2.6
CC(C)COC(=O)COc1cc(Cl)c(Cl)cc1Cl,-1.4,-0.7,3.1,1.7
CC(C)(C)c1cc(CN2CCCCC2)cc(C(C)(C)C)c1O,-2.9,-0.4,177.9,2.8
CCn1c(=O)c([N+](=O)[O-])c(NCc2ccco2)c2ccccc21,1.9,1.2,-0.7,-1.8
CN1C(=S)SC(N2OC3C(=O)N(c4ccccc4)C(=O)C3C2c2ccccc2)C1(C)C (stereo not drawn),3.0,-1.6,-3.6,3.4
CCCCCC(=O)NN1C(=S)N(c2ccc(OC)cc2)C(=O)C1CC(=O)Nc1ccccc1 (stereo not drawn),-1.6,-2.2,3.5,0.3
OCCN1c2ccccc2CCc2ccccc21,1.2,-2.0,-9.0,-1.8
CC(=O)N/C(=C\c1ccc(Cl)cc1)C(=O)O,0.2,-2.3,-5.6,4.3
Cc1ccc(Nc2ccc(C(=O)O)cc2N)cc1,-1.1,-1.8,1.6,1.8
Cn1c(-c2nnn(-c3ccc(F)cc3)n2)cc2ccccc21,1.4,-2.1,150.0,2.3
Cc1ccc(S(=O)(=O)NC(=O)Nc2cc(C(C)(C)C)on2)cc1,1.2,2.0,-10.8,1.6
COC(=O)Cc1csc(NC(=O)CSc2nncn2C)n1,3.2,0.0,-1.1,-1.2
CCOC(=O)C1=C(C)N=c2s/c(=C/c3cccc(OCC(=O)O)c3)c(=O)n2C1c1ccc(F)cc1 (stereo not drawn),0.5,-0.6,-10.0,-2.0
O=C1/C(=C\c2ccco2)SC(=S)N1C1CCS(=O)(=O)C1 (stereo not drawn),1.9,-3.2,94.1,-1.1
O=C(NCc1ccccc1)C1=C[C@@H](c2csc3ccccc23)C[C@@H](OCCCCO)O1,2.1,-1.2,174.2,2.0
Brc1ccc2[nH]c3c(NCc4ccccn4)ncnc3c2c1,4.5,3.8,-6.3,4.5
Cc1cc(=S)c2cccc(C)c2[nH]1,2.2,2.6,2.5,2.0
C[n+]1cccc(/C=N/Nc2nc(Cl)c(C#N)c(Cl)c2Cl)c1,-1.6,-4.8,-7.1,-0.1
COc1ccccc1N1C(=O)C2C(C(=O)c3ccccc3)=NN(c3ccc(C)cc3)C2C1=O (stereo not drawn),-1.3,1.2,30.6,4.5
Cc1cccc2c1[nH]c1nc(N/N=C\c3ccco3)nnc12,2.6,-1.1,-5.6,1.1
O=C1Nc2ccc(Br)cc2C1=Nc1cccnc1,-0.5,-1.2,3.8,-0.5
Cc1ccc(C(=O)Nc2cccc3cccnc23)cc1Br,0.5,-0.2,14.3,-0.4
COc1cccc(-c2cc(C(=O)NC3CCCC3)c3ccccc3n2)c1,0.8,-0.1,4.2,-0.3
CCn1cnc2cc(NCc3ccc(Br)cc3)ccc21,4.8,1.2,-0.9,-0.5
O=[N+]([O-])c1ccc(-c2cn3nc(-c4ccccc4)c(-c4ccccc4)nc3n2)cc1,1.0,0.3,-3.8,2.3
Cc1cc(=O)oc2cc(NC(=O)c3cc4ccccc4o3)ccc12,2.1,-2.4,-10.6,0.2
Cc1cc(=O)n2[nH]c(-c3cccnc3)nc2n1,4.4,2.2,8.2,0.2
CCNC(=S)/N=C(/Nc1ccc(OC)cc1)Nc1nc(C)cc(C)n1,3.3,0.3,-16.9,0.3
Cc1ccc(S(=O)(=O)Nc2cc(-c3ccccc3)nn2C)cc1,0.8,-0.4,-1.3,0.1
CSc1sc(C(=O)NNC(C)=O)c2c1C=CCC2,1.5,-1.2,4.5,2.4
N=c1c2c3c(sc2ncn1Nc1ccccc1)CCC3,4.4,2.2,120.2,3.7
COC(=O)C1CC(O)CN1C(=O)NC1CCCCC1 (stereo not drawn),2.3,0.1,-2.1,2.0
COc1ccc(NC(=O)c2ccc(=O)[nH]c2)cc1S(=O)(=O)N1CCCCC1,3.2,2.6,-12.5,5.2
Cc1ccccc1N1C(=O)C(Cc2ccc(F)cc2)S/C1=C(\C#N)C(N)=O (stereo not drawn),1.2,-0.2,-8.1,-0.1
CCOC(=O)Nc1ccc(N2CCOCC2)c(S(=O)(=O)Nc2ccc(Cl)cc2)c1,1.0,-1.7,10.6,-1.9
COc1ccc(CN2CCCCCC2)cc1OC,-0.4,0.5,2.3,4.4
Cc1cc(/C=C2\NC(=O)NC2=O)c(C)n1-c1cccnc1,3.9,-0.7,-2.7,-0.3
O=C(O)C(Cc1ccccc1)NC(=O)C(Cc1ccccc1)NC(=O)C12CC3CC(CC(C3)C1)C2 (stereo not drawn),0.1,-0.2,5.6,0.9
Cc1ccc(S(=O)(=O)N2CCN(CC(=O)N/N=C/c3ccccc3OCC(=O)O)CC2)cc1,-3.2,-0.6,-8.6,-1.6
CCOc1cc(/C=N/NC(=O)c2cc(-c3cccc(OC)c3)nc3ccccc23)ccc1O,2.5,2.7,8.3,-0.1
Cc1ccc(-c2nn(CCC(=O)Nc3cccnc3)c(=O)c3ccccc23)cc1,0.1,-2.1,-8.0,-2.4
CC(C)N(C(=S)Nc1ccc(S(=O)(=O)N2CCOCC2)cc1)c1ccccc1,3.5,0.9,-7.6,-1.2
CS(=O)(=O)CCSc1ncccc1C(=O)NCc1cccs1,2.3,0.3,9.9,7.7
CCOC(=O)c1c(N)c2cc([N+](=O)[O-])cnc2n1C,3.6,4.2,-4.5,1.6
COC(=O)C1=NN(c2ccc(OC)cc2)C2C(=O)N(c3ccccc3OC)C(=O)C12 (stereo not drawn),3.4,-2.0,-5.1,2.9

# (continued)
SMILES,phage Ecoli inh,Ecoli viability,SUMO Mot1 rescue,AddAB inh
Cc1sc2nc(C(C)Sc3n[nH]c(N)n3)[nH]c(=O)c2c1C (stereo not drawn),-0.7,-0.1,-9.5,-0.3
C/C(CC1CC(C)(C)OC1=O)=N\NC(N)=S (stereo not drawn),1.6,1.1,18.9,2.1
Brc1cc(Br)cc(CN2CCSCC2)c1,-0.5,3.0,244.6,5.2
Cc1nccn1CC(=O)O,1.6,2.3,7.5,2.8
Cc1ccc(N2C(=O)[C@@H]3C(C(=O)CN4C(=O)c5ccccc5C4=O)=NN[C@@H]3C2=O)c(C)c1,0.5,3.4,188.3,3.6
Cn1c(=O)c2c(nc(N3CCOCC3)n2C/C=C/c2ccccc2)n(C)c1=O,-1.3,2.0,-6.5,1.1
O=c1cc(C(F)(F)F)[nH]c2ccc(OC(F)(F)F)cc12,6.3,2.3,-7.3,7.7
N#Cc1sc2nccc(Nc3ccccc3)c2c1N,2.1,3.7,15.4,3.1
O=C(CN1CCC(N2CCCCC2)CC1)N1CCOCC1,0.0,-0.3,-22.2,4.0
CC1=NN(c2nc(-c3ccc(C#N)cc3)cs2)C(=O)C1,3.1,-1.6,8.8,-1.5
COc1ccc(/C=N/NC(=O)c2ccc3nc[nH]c3c2)cc1,0.4,1.6,21.4,0.5
O=C(CCc1ccc(O)cc1)N/N=C/c1coc2ccccc2c1=O,1.2,0.7,33.5,2.2
COc1ccc(NC(=O)CN2C(=O)/C(=C3\SC(=S)N(C4CCS(=O)(=O)C4)C3=O)c3ccccc32)cc1 (stereo not drawn),-0.5,-0.9,-19.2,1.3
COc1cc(/C=C2\C(=O)NN(c3ccccc3)C2=O)ccc1OCC(N)=O,1.8,0.5,20.2,-0.6
O=C(Nc1cscc1S(=O)(=O)c1ccc(Cl)cc1)c1ccccc1Cl,3.8,0.3,-9.8,6.6
Cc1ccc(N=Cc2cc3c(cc2[N+](=O)[O-])OCO3)cc1[N+](=O)[O-],-0.3,1.2,-6.0,4.1
CCOC(=O)c1ccc(NC(=O)Nc2cc(C)cc(C)n2)cc1,2.2,-1.1,17.1,3.1
CCn1cc(C(=O)NCc2cccs2)c(=O)c2cc(S(=O)(=O)N3CCOCC3)ccc21,-0.1,0.2,-1.9,-1.4
CCOC(=O)C1=C(C)N(CCCC(=O)O)C(=O)NC1c1cc2ccccc2c2ccccc12 (stereo not drawn),2.5,2.9,-0.8,3.2
CCOC(=O)C1=C(C)N(CCCC(=O)O)C(=O)NC1c1ccc(Br)cc1 (stereo not drawn),1.8,-0.5,-2.2,2.4
CCOc1ccc(C(c2c(O)nc(SC)[nH]c2=O)c2c(O)nc(SC)[nH]c2=O)cc1,0.1,-3.0,25.0,-2.8
c1ccc2oc(NC3=NCN(C4CCCCC4)CN3)nc2c1,1.8,0.7,14.7,5.5
COc1ccc(N2C(=O)CC(NNc3nc4ccccc4s3)C2=O)cc1 (stereo not drawn),1.6,1.0,17.4,4.0
C/C(=N\NC(=O)c1ccoc1C)c1ccccc1,0.7,0.4,-12.2,1.0
O=C(Cc1cccc2ccccc12)N/N=C/c1ccc(Sc2cccc3cccnc23)o1,1.9,-2.0,-9.5,-2.2
CN(NC1OC(=O)c2ccccc21)c1ccc(C(F)(F)F)cc1[N+](=O)[O-] (stereo not drawn),4.3,0.7,22.5,3.5
Cc1cccc(CSc2nnc(CCNC(=O)OC(C)(C)C)o2)c1,1.0,2.0,-19.8,0.6
c1ccc(Sc2ccccn2)cc1,-1.0,0.2,-1.4,1.1
CC1=NOC(=O)/C1=C/c1ccc(N(C)C)cc1,1.5,-0.4,-12.9,2.1
Cc1oc2ccc(O)cc2c1C(=O)c1ccc(F)cc1,1.0,-0.5,15.1,-0.3
Fc1ccc(COc2ccc(-c3nnco3)cc2)cc1,2.3,1.9,3.1,0.3
O=[N+]([O-])c1ccc(Oc2ncccn2)cc1,1.9,2.0,136.6,0.0
CC(C)Cn1c(N)c(C(=O)COC(=O)c2cc(C(F)(F)F)nc3c(C(F)(F)F)cccc23)c(=O)n(C)c1=O,3.4,1.4,-9.7,0.4
COc1cc(CN2CCN(c3ccc(C)cc3)CC2)cc([N+](=O)[O-])c1O,-2.4,-1.9,127.3,2.1
Cc1ccc(C)c(/C=N/Nc2nc3ccccc3c(=O)n2O)c1,-1.6,-0.7,-3.8,-3.8
COc1ccc(C(=O)Nc2ccc(N3CCN(C(C)=O)CC3)cc2)cc1[N+](=O)[O-],4.3,0.2,192.9,3.8

# Looked up by compound from the list above, 4 records:
SMILES,phage Ecoli inh,Ecoli viability,SUMO Mot1 rescue,AddAB inh
CS(=O)(=O)CCSc1ncccc1C(=O)NCc1cccs1,2.3,0.3,9.9,7.7
N#Cc1sc2nccc(Nc3ccccc3)c2c1N,2.1,3.7,15.4,3.1
CCOC(=O)C1=C(C)N=c2s/c(=C/c3cccc(OCC(=O)O)c3)c(=O)n2C1c1ccc(F)cc1 (stereo not drawn),0.5,-0.6,-10.0,-2.0
C/C(=N\NC(=O)c1ccoc1C)c1ccccc1,0.7,0.4,-12.2,1.0

# (next part)
SMILES,phage Ecoli inh,Ecoli viability,SUMO Mot1 rescue,AddAB inh
O=C(Oc1cc(=O)oc2c1c(=O)n1c3c(cccc23)CC1)c1ccc(F)cc1,1.1,-2.3,28.6,2.0
O=C(O)c1ccc2c(c1Sc1ccccc1)C(=O)c1ccccc1C2=O,2.3,-1.3,5.2,0.2
COc1ccc(Cl)cc1C(=O)NNC(=S)NC1CCCCC1,2.4,-1.2,-18.9,1.6
c1ccc(CNc2nc(N3CCN(Cc4ccccc4)CC3)nc3ccccc23)cc1,2.7,1.0,-26.7,1.5

# Compound activity as filed in PubChem BioAssay.
